A3G deaminase: APOBEC3G (human) deaminase inhibition | Q9HC16 | recombinant A3G, ssDNA deamination FAM/TAMRA fluorescence | inhibition, % at 20 µM | 330,000 compounds, 0.28% hits | AID 493012;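 active = inhibition of at least 40% at 20 µM, with no more than 30% in the related APOBEC3A deaminase screen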;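 note: plate controls were DMSO wells with A3G for no effect and wells lacking A3G enzyme for full effect; some compounds called inactive have numbers as strong as hits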
mIAP act: increases mouse intestinal alkaline phosphatase activity; AID 2805; activation factor at 10 µM; 330,000 compounds, 0.24% hits; muIAP, CDP-Star luminescence, 30 min; active compounds read high; 1 = vehicle-only enzyme signal, 0 = enzyme-free wells;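 active = activation factor of at least 2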; note: the source names both 10 and 20 µM as test concentration; values of inactives mirror those of a sister screen read the other way
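also added = chemiluminescent substrate CDP-Star | test system = mouse IAP enzyme | signal = chemiluminescence readout | compound = DMSO-dissolved test compounds | incubation = 30 min at room temperature | benchmarks = DMSO wells, no-enzyme wells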
MPTP inh: permeability transition pore inhibition. inhibition, % at 10 µM. isolated mouse mitochondria, Ca2+ swelling absorbance, 30 min. 360,000 compounds, 1.4% hits;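 active = inhibition of 50% or more, scaled per plate between neutral and stimulator controls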;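 note: 0% = DMSO wells given calcium and 100% = 1 mM EGTA wells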
hIAP block: human IAP inhibition; P09923; purified IAP, CDP-Star luminescence, 30 min; inhibition, % at 10 µM; 330,000 compounds, 0.12% hits; AID 2544;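 active = inhibition reaching a set limit with compound at 10 µM in the primary screen, cut at about 35% in these data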;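 note: plate controls were DMSO wells with enzyme for no effect and no-enzyme buffer wells for full effect; values of inactives mirror those of a sister screen read the other way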
Target sequence (P09923 whole entry, looked up): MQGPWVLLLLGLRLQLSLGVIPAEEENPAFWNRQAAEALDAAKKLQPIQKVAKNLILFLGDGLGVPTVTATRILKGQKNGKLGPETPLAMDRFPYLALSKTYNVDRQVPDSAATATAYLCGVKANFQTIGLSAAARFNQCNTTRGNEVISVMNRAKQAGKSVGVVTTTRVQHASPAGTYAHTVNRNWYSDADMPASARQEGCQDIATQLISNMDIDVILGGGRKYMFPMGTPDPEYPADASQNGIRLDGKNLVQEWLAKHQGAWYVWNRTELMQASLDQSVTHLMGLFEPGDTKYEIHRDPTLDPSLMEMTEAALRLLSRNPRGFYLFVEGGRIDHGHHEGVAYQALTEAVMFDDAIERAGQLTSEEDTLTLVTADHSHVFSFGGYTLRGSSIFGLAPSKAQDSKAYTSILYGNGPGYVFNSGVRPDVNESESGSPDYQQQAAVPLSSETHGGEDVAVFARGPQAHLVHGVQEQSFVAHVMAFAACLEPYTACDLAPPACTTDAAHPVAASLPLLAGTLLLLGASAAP
A3A deaminase: blocks human APOBEC3A ssDNA deamination. AID 493011. 330,000 compounds, 0.41% hits. P31941. recombinant A3A, FAM/TAMRA ssDNA deamination fluorescence. inhibition, % at 20 µM;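 active = at least 40% inhibition at 20 µM here, with at most 30% in a related deaminase screen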;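 note: plate controls were A3A with DMSO for no effect and wells lacking A3A enzyme for full effect; some results filed as inactive read as strong as hits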
Target sequence (P31941 whole entry, looked up): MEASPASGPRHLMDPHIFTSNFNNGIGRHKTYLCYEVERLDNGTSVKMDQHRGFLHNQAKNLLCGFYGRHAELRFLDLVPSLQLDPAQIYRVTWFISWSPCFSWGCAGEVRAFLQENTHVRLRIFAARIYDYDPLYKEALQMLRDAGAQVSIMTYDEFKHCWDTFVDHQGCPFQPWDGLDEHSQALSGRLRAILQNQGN
hIAP activ: human IAP activation | purified human IAP, CDP-Star luminescence, 30 min; active compounds read high; 1 = vehicle-only enzyme, 0 = enzyme-free background | activation factor at 10 µM | 330,000 compounds, 0.16% hits | AID 2524;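 active = activation factor of the enzyme at least 2-fold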; note: the source names both 10 and 20 µM as test concentration; values of inactives mirror those of a sister screen read the other way
GRIN3A LBD mod: NR3A (human) ligand-binding domain modulation; NR3A LBD differential scanning fluorimetry, Tm shift; 0% = protein alone, 100% = glycine-bound protein; 340,000 compounds, 2.5% hits; Tm shift relative to glycine control, % at 25 µM; AID 1259313;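 active = melting temperature shift of at least 10% of the positive control shift, at one fixed dose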
mIAP inh: blocks mouse intestinal alkaline phosphatase. purified mouse IAP, CDP-Star luminescence, 30 min. inhibition, % at 10 µM. 330,000 compounds, 0.2% hits. AID 2806;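 active = inhibition of at least 40% at 10 µM in the primary screen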;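 note: plate controls were DMSO with enzyme for no effect and no enzyme wells for full effect; values of inactives mirror those of a sister screen read the other way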
MIN6 prolif: inducers of beta-cell replication in MIN6 cells. MIN6 cells proliferation, ATPlite luminescence, 48 h; cells starved in 0.2% serum; 100% = growth in 10% serum. proliferation, % at 10 µM. 330,000 compounds, 0.29% hits. AID 2380;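 active = compounds whose signal lies at least 3.5 SD above the mean of all wells on their plate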;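 note: 0% = DMSO-treated cells in low-serum medium and 100% = 10% serum control; some compounds called inactive have numbers as strong as hits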
Active calls of the source: *.

SMILES	A3G deaminase	mIAP act	MPTP inh	hIAP block	A3A deaminase	hIAP activ	GRIN3A LBD mod	mIAP inh	MIN6 prolif
Cc1ccc(S(=O)(=O)N2CCC(C(=O)N/N=C/c3cccn3C)CC2)cc1	-4	1.2	-1.0	4	0	0.96	-1	-16	-3
N#Cc1ccc(CN2CCN(CC(=O)Nc3ccccc3C(=O)NC3CC3)CC2)cc1	-5	1.1	0.9	-3	0	1	1	-5	6
CCOc1ccc(C(c2c(C)[nH][nH]c2=O)c2c(C)[nH][nH]c2=O)cc1OC	0	1.1	-2.0	0	-2	0.99	1	-5	1
COc1ccccc1C1CC(=O)NC(C)=C1C(=O)OC(C)C (stereo unspecified)	2	0.85	8.6	-4	4	1	0	14	-4
O=C(NNC(=S)NC(=O)c1cccs1)c1ccc(O)cc1	-3	0.41	0.0	-62	-2	1.6	-5	60*	-2
CCOC(=O)c1sc2nc(CC(C)C)c3c(c2c1N)CCC3	2	1.1	7.9	17	0	0.83	-7	-10	0
Cn1nnc2c[n+](CC(=O)c3ccc(Cl)cc3)cc(Br)c21	-4	0.93	1.5	-4	-1	1	-3	7	-3
CC1CCN(CCCNC(=O)C2CC(=O)N(CCc3ccccc3)C2)CC1 (stereo unspecified)	11	1.1	-0.1	7	-4	0.93	1	-5	-1
O=C(/C=C/N1CCN(Cc2ccccc2)CC1)C(F)(F)F	-8	0.9	-1.4	0	-2	1	0	10	-2
O=C(O)CN1CCCCC1	-6	0.99	0.3	8	1	0.92	1	1	3

The final three records of the part above open the next one.
SMILES	A3G deaminase	mIAP act	MPTP inh	hIAP block	A3A deaminase	hIAP activ	GRIN3A LBD mod	mIAP inh	MIN6 prolif
CC1CCN(CCCNC(=O)C2CC(=O)N(CCc3ccccc3)C2)CC1 (stereo unspecified)	11	1.1	-0.1	7	-4	0.93	1	-5	-1
O=C(/C=C/N1CCN(Cc2ccccc2)CC1)C(F)(F)F	-8	0.9	-1.4	0	-2	1	0	10	-2
O=C(O)CN1CCCCC1	-6	0.99	0.3	8	1	0.92	1	1	3
N#CCc1ccc(Oc2ccc([N+](=O)[O-])cn2)cc1	-9	1	1.6	-6	-4	1.1	1	-1	-1
Cc1cc(=O)n2ccsc2n1	-4	1.1	-0.8	-20	0	1.2	-9	-6	0
Cc1ccc(S(=O)(=O)N2CCCCC2)cc1C(=O)NCCC1=CCCCC1	-4	0.9	1.3	5	-1	0.95	3	10	3
O=C(c1ccc2c(c1)OCO2)C1CCCN(Cc2c(F)ccc(F)c2F)C1 (stereo unspecified)	-2	0.97	-1.0	-11	0	1.1	1	3	1
CCOC(=O)c1c(NC(=O)CN2CCCCC2)sc2c1CCN(C(=O)OCC)C2	-4	1	1.8	-13	-1	1.1	1	-4	-4
CCc1ccc(CNC(=O)C2CC(=O)N(CCc3ccc(C)cc3)C2)cc1 (stereo unspecified)	-5	1	-1.7	13	2	0.87	0	-1	1
CC(=O)Nc1ccc(NC(=O)C(C)Sc2nnc(-c3cccs3)o2)cc1 (stereo unspecified)	-7	0.92	-0.5	8	-1	0.92	-1	8	-4
CCOc1cc(C(=S)N2CCCCC2)ccc1OCC(=O)NCc1ccccc1	3	1.1	0.2	14	4	0.86	1	-8	1
CC1CC(C)CN(C(=O)Cn2cc(C=O)c3ccccc32)C1 (stereo unspecified)	0	1.1	2.5	-4	-2	1	-1	-8	-3
COc1ccc(C)cc1N(C(=O)c1ccc(F)cc1)c1nc2ccccc2s1	-10	0.98	3.0	1	-2	0.99	11*	2	0
CCN(CC)C(=O)CSc1nnc(-c2ccccc2)n1N	-10	1	2.1	10	-4	0.9	1	-4	-2
CN(CCCC(=O)NCc1ccco1)S(=O)(=O)c1ccccc1	-4	1	-0.5	11	2	0.89	1	-1	3
CN1CCN(c2ccc(NC(=O)c3ccc4c(c3)OCCO4)cc2)CC1	-4	1	0.6	-8	0	1.1	-4	-5	-4
COc1c(Cl)cc(Cl)cc1/C=C/C(=O)c1ccc(NC(=O)c2cccs2)cc1	1	0.94	18	19	2	0.81	30*	6	-5
CC(=O)Nc1ccc(NS(=O)(=O)c2ccc(C)cc2)c([N+](=O)[O-])c1	-7	1	15	10	-4	0.9	-2	0	0
C=CCc1cc(Cl)ccc1OCCN1CC(C)OC(C)C1 (stereo unspecified)	-3	0.94	-1.3	0	-1	1	3	6	-2
O=C(Nc1ccc(Cl)c([N+](=O)[O-])c1)ONC1=NCCCCC1	4	0.9	82*	-10	3	1.1	0	10	-6
CC(C)c1c(C(=O)N/N=C/c2ccc(OCc3ccc(F)cc3)cc2)nnn1-c1nonc1N	-5	0.94	1.0	-2	-3	1	29*	6	8
O=C1CSC(c2nn(-c3ccccc3)cc2-c2cc3ccccc3oc2=O)N1Cc1ccco1 (stereo unspecified)	4	0.97	0.0	1	4	0.99	1	3	-3
CC(=O)c1ccc(-n2nncc2-c2ccc([N+](=O)[O-])cc2)cc1	-2	0.9	0.7	-5	4	1.1	0	10	-3
Cc1ccccc1-n1nnnc1SCC(=O)NCC1CCCO1 (stereo unspecified)	-2	1.1	-0.1	-17	-3	1.2	-1	-15	-1
C=CCC[C@H](Cc1ccc(F)cc1)C(=O)OC[C@@H](C)NC(=O)[C@H](CC=C)CC(=O)NCCO	-9	1.1	-0.3	-1	0	1	0	-12	0
COc1cc(S(=O)(=O)N(C)C)ccc1Br	-5	0.96	-1.7	15	-1	0.85	-1	4	-2
O=C(NC(=O)N1CCN(c2ccc(F)cc2)CC1)c1ccccc1	-8	0.98	-0.7	17	4	0.83	0	2	1
CC1CN(C(=S)SCC(=O)c2ccc(Cl)cc2)CC(C)O1 (stereo unspecified)	-10	0.88	0.3	8	-5	0.93	1	12	2
COC(=O)C1C(=O)NCC1c1ccccc1 (stereo unspecified)	-3	0.96	-0.4	3	0	0.97	2	4	1
CCOC(=O)Nc1ccc(S(=O)(=O)Nn2cnnc2)cc1	-4	1	-0.5	4	-1	0.96	1	-2	-1
O=S(=O)(c1ccc(F)cc1)N1CCN=C1SCc1cccnc1	-6	1.1	0.6	-13	-4	1.1	-2	-9	5
Cc1ccc2nc(Cl)c(C3CC(c4cccs4)=NN3S(C)(=O)=O)cc2c1 (stereo unspecified)	-2	0.93	2.9	-7	0	1.1	5	7	0
CC(C)CCNC(=O)CC1Nc2c3ccccc3nc(=S)n2C1=O (stereo unspecified)	-4	0.94	0.5	-4	-7	1	4	6	-4

Part of the list above, reduced to mIAP inh, MIN6 prolif and mIAP act:
Compound,mIAP inh,MIN6 prolif,mIAP act
Cc1ccccc1-n1nnnc1SCC(=O)NCC1CCCO1 (stereo unspecified),-15,-1,1.1
C=CCC[C@H](Cc1ccc(F)cc1)C(=O)OC[C@@H](C)NC(=O)[C@H](CC=C)CC(=O)NCCO,-12,0,1.1
COc1cc(S(=O)(=O)N(C)C)ccc1Br,4,-2,0.96
O=C(NC(=O)N1CCN(c2ccc(F)cc2)CC1)c1ccccc1,2,1,0.98

Additional structures follow.
SMILES	A3G deaminase	mIAP act	MPTP inh	hIAP block	A3A deaminase	hIAP activ	GRIN3A LBD mod	mIAP inh	MIN6 prolif
Cc1c(C(=O)OCC(=O)NCc2ccc3c(c2)OCO3)cccc1[N+](=O)[O-]	0	0.97	-1.0	13	4	0.87	0	3	0
COc1ccc(C2C(Oc3ccccc3C)C(=O)N2Cc2ccc(F)cc2)cc1OC (stereo unspecified)	-1	1.1	1.1	-21	10	1.2	-1	-6	-3
Cc1cc(C)n(S(=O)(=O)c2ccccc2)n1	-5	0.94	-0.4	4	-1	0.95	-3	6	-2
COc1ccccc1C(CNC(=O)c1ccc(-c2ccccc2Cl)o1)N1CCCC1 (stereo unspecified)	-5	0.98	4.5	-10	-1	1.1	-2	2	-7
O=C(NC(=S)Nc1ccccc1F)c1ccc(Br)o1	-4	0.95	2.1	10	0	0.9	-2	5	-3
Cc1cccc(C)c1OCCCCCNCCO	-3	0.94	0.7	-8	-2	1.1	1	6	-1
Cc1ccc(C(=O)N/C(=C\c2cccs2)C(=O)N2CCCCCC2)cc1	0	1	-0.4	5	-1	0.95	-3	-1	-2
O=C(CSc1ccc(Br)cc1)N1CCN(C(=O)c2ccco2)CC1	-2	1	3.5	-20	0	1.2	-1	-3	1
Cc1ccc(NC(=O)COC(=O)Cc2ccsc2)c(C)c1	-9	0.94	-1.9	-3	-4	1	-2	6	-1
Fc1ccc(NC(=S)N2CCCCC2)cc1	-4	1.1	-1.5	3	5	0.97	0	-11	0
C/C(N)=C(/C#N)C(=O)CSc1ccc2c(c1)OCCO2	-6	1.2	1.4	-10	-3	1.1	-1	-16	-2
O=S1(=O)[C@H]2C[C@@H]3C=C[C@@]2(CN1Cc1ccc(Cl)cc1)O3	-7	1	-0.4	5	-1	0.95	-1	-1	1
O=C(NCc1ccc2c(c1)OCO2)C1CCCN(S(=O)(=O)c2cccnc2)C1 (stereo unspecified)	-3	1.1	-0.5	0	-3	1	-1	-6	0
CSc1cccc(NC(=O)c2cnccn2)c1	-4	0.94	0.5	-3	-5	1	0	6	-1
CCCC(=O)N(c1ccc2oc(=O)sc2c1)S(=O)(=O)c1ccccc1	-3	0.83	1.3	9	-2	0.91	0	17	-5
CCOC(=O)c1cnc2c(ccc3ccccc32)c1NCCCN(C)C	-3	1	1.2	20	5	0.81	-1	-2	-6
CCSCc1nnc(SCC(=O)Nc2cccc(C(C)=O)c2)n1C	-8	0.95	0.6	-14	-4	1.1	0	5	1
CCOc1ccc(NC(=O)CN(C)C(=O)c2ccc3nc(CC)c(CC)nc3c2)cc1OCC	-13	0.9	-1.1	-5	-3	1	1	10	3
O=C(NCCN1C(=O)S/C(=C\c2ccccc2F)C1=O)C1CC(=O)N(Cc2ccccc2)C1 (stereo unspecified)	3	0.91	-0.9	-13	28	1.1	-2	10	-1
O=C(CN1CCN(S(=O)(=O)c2ccc(Br)cc2)CC1)N/N=C/c1ccc(Br)s1	-4	0.9	10	-2	-1	1	-22	10	-4
CCn1c(=N)n(CCO)c2ccccc21	-11	1	-2.5	2	-1	0.98	-2	-4	-2
COc1ccccc1NC(=O)c1ccc(NC(=O)c2nc3nccc(C)n3n2)cc1	-7	1	-0.8	-22	1	1.2	2	-3	-2
CC(OC(=O)CCc1c[nH]c2ccccc12)C(=O)c1ccccc1 (stereo unspecified)	-15	0.97	-0.4	3	-2	0.97	-10	3	-1

Source: PubChem BioAssay
